# Compound activity deposited in PubChem by several laboratories.
# Arr AP2 block: inhibitors of beta-arrestin/AP2 binding, primary screen, biochemical, GPCR trafficking, flow cytometry; beta-arrestin 1 C-terminal peptide binding to AP2 beta2-adaptin appendage (human); FITC-arrestin peptide / GST-AP2 beads; AP2 beta2 appendage carries R879A mutation; inhibition, % at 10 µM; 340,000 tested, 0.31% active;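 active means inhibition above a set limit, near 3 SD of compounds lacking own fluorescence, cut at about 54% in these data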;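 further: plate controls were DMSO wells for no effect and 5 µM unlabelled arrestin peptide for full effect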
#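 Material – GST-tagged AP2 beta2-adaptin appendage (R879A) on 4 µm glutathione beads · Probe or stimulus – fluorescein-tagged arrestin peptide at 50 nM final · Timing – 12 min plus 1 h, RT · Detection – bead flow cytometry, FITC channel · Read-out basis – inhibition as reduced fluorescein signal on beads, percent · Medium – PBS plus Tween 20 (0.05%) and BSA (0.1%)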
# DSG3 Ab inh: inhibitors of pemphigus antibody binding to DSG3, primary screen, biochemical, bead-based, flow cytometry, scFv-GFP; DSG3-coupled beads, scFv-anti-DSG3-GFP binding; active compounds read low; binding (percent of control), % at 10 µM; AID 588358, 2011; 310,000 tested, 0.48% active; Desmoglein-3 (Homo sapiens), P32926;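 active means binding more than 3 SD below its plate's average and above zero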;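 further: hits lower antibody fragment binding to DSG3; some compounds called inactive have numbers as strong as hits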
# OPRM1-OPRD1 inv: inverse agonists of MOR-DOR heterodimerization, primary screen, cell-based, luminescence; cell-based MOR-DOR heterodimer luminescence, inverse agonism; inhibition, % at 9.3 µM; AID 504357, 2011; 340,000 tested, 0.21% active; in the data active means inhibition above about 22%, passing the limit was not always enough;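 further: 0% = cells with DMSO and 100% = wells without cells with DMSO; values of inactives mirror those of a sister screen read the other way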
# Target sequence (P35372 whole entry, looked up): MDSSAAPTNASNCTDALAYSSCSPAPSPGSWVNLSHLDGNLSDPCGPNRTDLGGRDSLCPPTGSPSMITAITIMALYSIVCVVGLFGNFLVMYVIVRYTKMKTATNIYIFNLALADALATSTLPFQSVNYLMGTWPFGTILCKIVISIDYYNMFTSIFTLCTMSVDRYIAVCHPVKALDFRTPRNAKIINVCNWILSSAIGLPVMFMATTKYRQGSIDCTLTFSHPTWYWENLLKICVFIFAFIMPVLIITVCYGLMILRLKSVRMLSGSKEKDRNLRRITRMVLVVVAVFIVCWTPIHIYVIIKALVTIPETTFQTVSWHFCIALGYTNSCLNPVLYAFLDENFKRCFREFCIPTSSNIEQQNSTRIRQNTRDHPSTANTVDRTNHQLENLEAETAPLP
# Target sequence (P41143 whole entry, looked up): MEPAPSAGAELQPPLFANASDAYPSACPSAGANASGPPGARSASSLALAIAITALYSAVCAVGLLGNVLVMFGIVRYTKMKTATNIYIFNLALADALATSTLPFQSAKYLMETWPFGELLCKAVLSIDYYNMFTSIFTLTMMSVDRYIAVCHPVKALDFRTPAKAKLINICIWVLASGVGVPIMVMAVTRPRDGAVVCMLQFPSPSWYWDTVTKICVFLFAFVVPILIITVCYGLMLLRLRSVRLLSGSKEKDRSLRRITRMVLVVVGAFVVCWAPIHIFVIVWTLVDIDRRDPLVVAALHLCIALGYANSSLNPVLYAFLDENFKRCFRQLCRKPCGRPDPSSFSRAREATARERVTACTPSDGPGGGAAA
# MOR-DOR ag: agonists of OPRM1-OPRD1 heterodimerization, primary screen, cell-based, luminescence; Mu-type opioid receptor (Homo sapiens) + Delta-type opioid receptor (Homo sapiens), …; cells; activation, % at 9.3 µM; 340,000 tested, 0.3% active; AID 504326, 2011; in the data active means activation above about 18%;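 further: 0% = vehicle-treated cells and 100% = reference agonist; values of inactives mirror those of a sister screen read the other way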
# LANA DNA inh: inhibitors of KSHV C-LANA binding to DNA, primary screen, biochemical, fluorescence polarization, FAM-LBS DNA, MBP-C-LANA, single point | Kaposi's sarcoma herpesvirus LANA C-terminal domain (residues 932-1162) DNA binding | inhibition, % at 9 µM | 340,000 tested, 0.078% active | AID 504423, 2011;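 active means highest replicate inhibition at or above 60% at 9 µM, even if other replicates fall short; inactive means all replicates below 60% inhibition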;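 further: 0% = neutral control wells and 100% = 4 µM acridine orange control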
# Wnt act: Wnt/beta-catenin pathway activators, primary screen, cell-based, plate reader, single point; 300,000 tested, 1.2% active; activation, % at 9.35 µM; Wnt/beta-catenin reporter cell assay, activator; AID 743398, 2014; in the data active means activation above about 30%, passing the limit was not always enough;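 further: 0% = neutral control wells and 100% = positive control wells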
# Keap1 Nrf2 FP: Keap1-Nrf2 protein-protein interaction inhibitors, primary screen, biochemical, fluorescence polarization, single point; Kelch-like ECH-associated protein 1 (Homo sapiens), Q14145; Keap1 Kelch-Nrf2 peptide fluorescence polarization, 1536-well; inhibition, % at 9.4 µM; 340,000 tested, 0.15% active; in the data active means inhibition above about 12%;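 further: human Keap1 Kelch domain with fluorescein labeled Nrf2 9mer peptide probe; 0% = neutral control wells and 100% = peptide positive control; higher means more block of Keap1 binding to Nrf2 peptide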
# V-ATPase pHluor: regulators of yeast V-ATPase proton pumping, primary screen, pHLuorin cytosolic pH fluorescence. S. cerevisiae. response, % at 10 µM. 350,000 tested, 0.37% active. AID 504577, 2011; in the data active means response mostly above about 7.3%, no sharp cut-off; inactive means mostly below about 5.4%; further: actives read high; inactives centre near 0; some compounds called inactive have numbers as strong as hits; reference of the scale not given here
# RTF Ca sens act: cardiac RTF calcium sensitivity activators, primary screen, biochemical, IANBD-TnC fluorescence, EC20 calcium. Troponin I, cardiac muscle (Homo sapiens) + Troponin T, cardiac muscle (Homo sapiens) + …. IANBD-labeled TnC RTF fluorescence at EC20 calcium; 0% EC20 calcium, 100% full calcium. activation, % at 7.2 µM. 340,000 tested, 0.24% active. AID 493008, 2010;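 active means activation above the mean over all tested compounds plus 3 SD, cut at about 30% in these data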;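 further: rise in fluorescence read as greater calcium sensitivity of cardiac thin filaments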
# Cardiac RTF inh: cardiac RTF calcium sensitivity inhibitors, primary screen, biochemical, IANBD-TnC fluorescence, EC70 calcium. Troponin I, cardiac muscle (Homo sapiens) + Troponin T, cardiac muscle (Homo sapiens) + …. inhibition, % at 7.15 µM. AID 493244, 2011. 340,000 tested, 0.12% active. IANBD-labeled cardiac RTF, Ca2+ fluorescence;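 active means inhibition above the mean inhibition of all tested compounds plus 3 SD, cut at about 17% in these data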;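 further: assay run at fixed EC70 calcium of 1.6 mM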
# * hit, by the source's call; x = no result given.
OPRM1-OPRD1 inv | MOR-DOR ag | V-ATPase pHluor | Wnt act | molecule | LANA DNA inh | DSG3 Ab inh | Cardiac RTF inh | Keap1 Nrf2 FP | RTF Ca sens act | Arr AP2 block
5 | -1.0 | 2 | 0 | COC(=O)[C@@]1(C)CC[C@]2(C)CC[C@@]3(C)C(=CC(=O)C4[C@@]5(C)CC[C@H](O)C(C)(C)[C@@H]5CC[C@]43C)[C@H]2C1 (some centres undefined) | 3.1 | 96 | -10 | -5 | -9 | 3
9 | -1.6 | -1 | x | CC1CCCC(C)N1C(=O)CSc1nnc(-c2cccs2)o1 (centres undefined) | -0.3 | 101 | -1 | -2 | 4 | 4
5 | -1.0 | -7 | 1 | NS(=O)(=O)c1ccc(CCNS(=O)(=O)c2cccs2)cc1 | 2.0 | 103 | -5 | 2 | 2 | -13
10 | -2.2 | 5 | -2 | CC(SCc1cc(=O)n2c([nH]c3ccccc32)c1C#N)C(=O)O (centres undefined) | 16 | 99 | -18 | -6 | 13 | -3
4 | -0.8 | 18 | -3 | COc1cccc(/C=C/c2ccc3ccccc3n2)c1OC(C)=O | -0.4 | 95 | 5 | -4 | -4 | 33
13 | -2.2 | -2 | -2 | CCOC(=O)N1CCN(C(=O)C2CCN(Cc3ccc(O)c(OCC)c3)CC2)CC1 | 1.4 | 101 | -7 | -7 | 0 | 9
6 | -1.1 | -6 | -3 | C=CCn1c(SCC(=O)c2ccc(O)c(O)c2)nnc1-c1ccccc1OC | 1.6 | 99 | 1 | -4 | 3 | 22
24 | -4.4 | 0 | -4 | COc1ccc(N/C(=N/c2nc(C)cc(C)n2)NC(=O)Nc2ccc(Cl)c(Cl)c2)c(OC)c1 | 0.9 | 115 | -6 | -11 | 5 | 6
-1 | 0.3 | 1 | -2 | CC1CCN(CC2C(=O)O[C@@H]3C[C@@]4(C)CCC[C@H](C)C4=C[C@H]23)CC(C)(C)C1 (some centres undefined) | -0.8 | 97 | 0 | 5 | 1 | -1
14 | -3.0 | 1 | 0 | CCN(CC)c1ccc(O)c(C=Nc2ccc(C)c(C)c2)c1 | -0.1 | 104 | -5 | -6 | 1 | -2
-19 | 3.6 | -2 | 0 | CC(C)OC(=O)c1c(N)sc2c1CCCC2 | -0.9 | 103 | 0 | -6 | 4 | 11
8 | -1.8 | 0 | x | O=c1cc(CSc2nnc(COc3ccccc3)n2-c2ccccc2)c2ccccc2[nH]1 | 0.3 | 101 | 8 | -12 | 2 | 1
10 | -1.9 | -3 | -2 | O=C(CC1C(=O)NCCN1Cc1ccc(-c2ccccc2)cc1)NCc1ccncc1 (centres undefined) | 0.6 | 106 | -9 | -3 | 1 | 3
-45 | 8.7 | -1 | 4 | O=C(NCCNC(=O)Oc1cccc2ccccc12)Oc1cccc2ccccc12 | 2.0 | 126 | -1 | 3 | 4 | -2
12 | -2.3 | -5 | -5 | COc1ccc(N(CC(=O)NC(C)C)C(=O)CCC(=O)Nc2ccccn2)cc1 | 0.6 | 103 | -11 | -5 | -2 | -3
-8 | 1.4 | 7 | 1 | O=C(c1ccco1)N1CCN(C(=O)C2c3ccccc3Oc3ccccc32)CC1 | -0.6 | 95 | -6 | -4 | 3 | 6

# Record cards, from the list above. Order of screens: OPRM1-OPRD1 inv | MOR-DOR ag | V-ATPase pHluor | Wnt act | LANA DNA inh | DSG3 Ab inh | Cardiac RTF inh | Keap1 Nrf2 FP | RTF Ca sens act | Arr AP2 block
# COc1ccc(N/C(=N/c2nc(C)cc(C)n2)NC(=O)Nc2ccc(Cl)c(Cl)c2)c(OC)c1 reads 24 | -4.4 | 0 | -4 | 0.9 | 115 | -6 | -11 | 5 | 6
# COc1ccc(N(CC(=O)NC(C)C)C(=O)CCC(=O)Nc2ccccn2)cc1 reads 12 | -2.3 | -5 | -5 | 0.6 | 103 | -11 | -5 | -2 | -3

# Back to the main list, repeating the 7 entries before the break.
OPRM1-OPRD1 inv | MOR-DOR ag | V-ATPase pHluor | Wnt act | molecule | LANA DNA inh | DSG3 Ab inh | Cardiac RTF inh | Keap1 Nrf2 FP | RTF Ca sens act | Arr AP2 block
14 | -3.0 | 1 | 0 | CCN(CC)c1ccc(O)c(C=Nc2ccc(C)c(C)c2)c1 | -0.1 | 104 | -5 | -6 | 1 | -2
-19 | 3.6 | -2 | 0 | CC(C)OC(=O)c1c(N)sc2c1CCCC2 | -0.9 | 103 | 0 | -6 | 4 | 11
8 | -1.8 | 0 | x | O=c1cc(CSc2nnc(COc3ccccc3)n2-c2ccccc2)c2ccccc2[nH]1 | 0.3 | 101 | 8 | -12 | 2 | 1
10 | -1.9 | -3 | -2 | O=C(CC1C(=O)NCCN1Cc1ccc(-c2ccccc2)cc1)NCc1ccncc1 (centres undefined) | 0.6 | 106 | -9 | -3 | 1 | 3
-45 | 8.7 | -1 | 4 | O=C(NCCNC(=O)Oc1cccc2ccccc12)Oc1cccc2ccccc12 | 2.0 | 126 | -1 | 3 | 4 | -2
12 | -2.3 | -5 | -5 | COc1ccc(N(CC(=O)NC(C)C)C(=O)CCC(=O)Nc2ccccn2)cc1 | 0.6 | 103 | -11 | -5 | -2 | -3
-8 | 1.4 | 7 | 1 | O=C(c1ccco1)N1CCN(C(=O)C2c3ccccc3Oc3ccccc32)CC1 | -0.6 | 95 | -6 | -4 | 3 | 6
8 | -1.5 | 1 | 16 | Cc1cc(OCC(=O)N2CCOCC2)ccc1[N+](=O)[O-] | -0.1 | 94 | 5 | -2 | 6 | -4
7 | -1.3 | 3 | -4 | O=C(Nc1ccc2c(c1)OCCO2)c1ccc(Br)s1 | 3.1 | 93 | 3 | -2 | -7 | 8
6 | -1.2 | 1 | 1 | C(=N\N1CCN(Cc2ccccc2)CC1)/c1ccccc1 | -1.0 | 101 | -5 | -1 | -4 | 12
-3 | 0.8 | 5 | 1 | CCCCn1c(N)c(N(CC(C)C)C(=O)C2CCN(S(=O)(=O)c3ccc(F)cc3)CC2)c(=O)[nH]c1=O | 0.7 | 110 | -1 | 2 | 0 | -9
15 | -2.6 | -2 | x | CC[N+](CC)(CC)C/C(N)=N/O | -1.6 | 95 | 0 | 2 | 0 | 9
-15 | 2.9 | 3 | -3 | O=C(COC(=O)c1ccccc1Cl)NC(=O)NCc1ccccc1 | 0.1 | 101 | -4 | -3 | -7 | -21
5 | -0.9 | 1 | x | Cc1ccc(-c2nc(C#N)c(NCCc3ccccn3)o2)cc1 | 0.8 | 98 | 3 | 0 | -3 | 5
19 | -3.4 | 0 | -13 | CCOC(=O)c1ccc2c(c1)n(CC)c(/C=C/Nc1ccccc1)[n+]2CC | -1.5 | 105 | -3 | 4 | 0 | -68
12 | -2.0 | 3 | x | CN1CCC(Oc2ccccc2Sc2ccc(C(F)(F)F)cc2)CC1 | -2.8 | 97 | -2 | -5 | -3 | 12
-6 | 1.2 | -4 | 0 | Cc1ccc(NC(=O)c2cc(-c3ccc(C)c(C)c3O)n[nH]2)cc1C | 2.7 | 98 | 1 | 2 | -1 | 10
-3 | 0.6 | 1 | -3 | O=C(CNS(=O)(=O)c1ccc(Br)cc1)N1CCN(c2ccc(F)cc2)CC1 | 0.5 | 104 | 2 | -3 | 0 | -1
14 | -2.8 | 0 | x | O=C(CCC(=O)c1cccs1)Nc1nnc(C2CC2)s1 | 0.8 | 113 | 6 | 0 | -3 | 35
15 | -2.7 | 1 | -1 | CC(C)CC(NS(=O)(=O)c1ccccc1S(=O)(=O)NC(CC(C)C)C(=O)O)C(=O)O (centres undefined) | -0.4 | 107 | 2 | 1 | 1 | 6
7 | -1.2 | -1 | x | O=C(N1CCN(c2ccccn2)CC1)C(Cl)(Cl)Cl | 0.2 | 92 | -5 | -3 | 5 | -11
8 | -1.5 | 2 | -4 | COc1cc2[nH]c(=O)n(CCC(=O)N3CCC(N4CCCCC4)CC3)c(=O)c2cc1OC | -0.2 | 106 | -8 | -2 | -5 | -12
-2 | 0.4 | 1 | x | COc1ccccc1CNC(=O)COC(=O)c1n[nH]c2ccccc12 | -1.1 | 101 | 3 | -2 | 1 | 3
2 | -0.4 | 4 | 3 | Cc1cc(=O)n2[nH]c(SCc3ccccc3Cl)nc2n1 | 2.4 | 95 | -6 | -1 | 2 | 5
23 | -4.1 | 1 | -4 | CCN(CC)c1ccc(C2C(C(=O)OCCOC(C)C)=C(C)NC3=C2C(=O)CCC3)cc1 (centres undefined) | 1.0 | 106 | 9 | -3 | 9 | -3
17 | -2.8 | 1 | -3 | O=C(CSc1nnc(C2CC2)n1Cc1ccccc1)N1CCN(S(=O)(=O)c2ccccc2)CC1 | 0.3 | 110 | -4 | 6 | -7 | -14
-1 | 0.1 | -6 | -2 | Cc1ccc(S(=O)(=O)N2CCN(C(=O)COC(=O)CSc3ccc(C)c(C)c3)CC2)c(C)c1 | -1.5 | 100 | -2 | -1 | -8 | -13
9 | -1.7 | 5 | -2 | O=C(COC(=O)C1CC(=O)N(Cc2ccco2)C1)Nc1ccccc1[N+](=O)[O-] (centres undefined) | -1.5 | 124 | 16 | -2 | 2 | -11
17 | -3.2 | 3 | -1 | CCOc1ccccc1C(=O)OCC(=O)NCCNC(=O)COC(=O)c1ccccc1OCC | -0.5 | x | -8 | -5 | -3 | -2
-22 | 4.2 | -3 | -4 | Cc1nnc(NC(=O)c2nc(S(=O)(=O)Cc3ccccc3)ncc2Cl)s1 | 1.7 | 99 | -5 | 2 | -4 | -8
5 | -0.8 | -4 | 1 | COc1ccc(NC(=S)N2CCC(NC(=O)c3cccc(C)c3)CC2)cc1 | -1.3 | x | -15 | -4 | 2 | -4
12 | -2.2 | 5 | -2 | COc1ccc(CN(C(=O)CNC(=O)c2ccco2)C(C(=O)NC2CCCC2)c2ccco2)cc1 (centres undefined) | 2.5 | 106 | -6 | -1 | 7 | 2
5 | -0.8 | -1 | 0 | CC1(C)CC(NC(=O)COc2ccc(Cl)cc2Cl)CC(C)(C)N1 | 1.6 | 96 | -14 | -4 | 1 | -1
10 | -1.7 | -4 | 6 | CCCOc1ccc(/C(O)=C2/C(=O)C(=O)N(CCCn3ccnc3)C2c2ccco2)cc1 (centres undefined) | 1.1 | x | 0 | -9 | 0 | 1
8 | -1.6 | 0 | 0 | Cc1oc(-c2ccccc2F)nc1CS(=O)(=O)CC(=O)NCCCN1CC(C)CC(C)C1 (centres undefined) | -1.4 | 110 | -4 | -3 | 0 | 13
